# AMA1 RON2 block: inhibitors of Plasmodium falciparum AMA1-RON2 interaction. AlphaScreen AMA1-biotinylated RON2 peptide binding. Potency, µM (doses to about 58.2 µM), for the others: at the top dose activity change, negative = inhibition, usual class: inhibitors. 0.2% of 360,000 active;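 also: potency is read from the fitted curve at half-maximal effect; 0% = vehicle wells and -100% = peptide control; nearly all actives have a fitted effect of over 45% in size; some results filed as inactive show a strong effect at the top dose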
#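 AMA1 (3D7) with his tag at 25 nM final met compounds first, then biotinylated RON2 peptide at 25 nM; detection used donor plus acceptor beads, 10 µg/mL apiece, read by AlphaScreen after 30 min at room temperature.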
# AmpC inh no detg: blocks E. coli AmpC beta-lactamase in detergent-free assay; AmpC nitrocefin hydrolysis, absorbance 480 nm, 0.0001% Triton; P00811; Potency, µM (top dose mostly 57.1 µM), inactives show at the top dose activity change, negative = inhibition, hits mostly inhibitors; AID 485341; 0.52% of 330,000 active;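 also: potency is read from the fitted curve at half-maximal effect; plate controls were no compound for no effect and no enzyme for full effect; nearly all actives have a fitted effect of over 20% in size; some results filed as inactive show a strong effect at the top dose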
# Target sequence (P00811 whole entry, looked up): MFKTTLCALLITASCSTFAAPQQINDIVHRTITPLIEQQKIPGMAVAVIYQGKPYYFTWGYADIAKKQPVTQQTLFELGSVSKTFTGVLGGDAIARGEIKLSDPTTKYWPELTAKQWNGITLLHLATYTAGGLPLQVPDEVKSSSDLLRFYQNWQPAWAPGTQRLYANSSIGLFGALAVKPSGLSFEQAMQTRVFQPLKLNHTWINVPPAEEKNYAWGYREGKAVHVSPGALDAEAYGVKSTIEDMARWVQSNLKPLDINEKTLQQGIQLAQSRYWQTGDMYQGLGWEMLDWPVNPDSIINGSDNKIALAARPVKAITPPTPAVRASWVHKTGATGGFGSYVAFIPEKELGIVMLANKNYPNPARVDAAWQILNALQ
#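 AmpC (5.3 nM in the dispensed reagent) in 20 mM phosphate pH 7.0 with 0.01% (detergent screen) or 0.0001% Triton X-100 was preincubated with compounds for 15 min at room temperature. Nitrocefin was then added from an 800 uM solution, and hydrolysis was followed at 480 nm.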
# AmpC detergent: inhibitors of E. coli AmpC beta-lactamase with detergent. AmpC hydrolysis of nitrocefin, absorbance 480 nm, 0.01% Triton. Potency, µM (titrated, usually from 114 µM), inactives show at the highest dose activity change, negative = inhibition, actives largely listed as inhibitors. 0.041% of 370,000 active. AID 485294;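 also: potency is read from the fitted curve at half-maximal effect; 0% = no-compound wells and -100% = no-enzyme wells; nearly all actives have a fitted effect of over 25% in size; some results filed as inactive show a strong effect at the top dose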
#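 20 mM phosphate pH 7.0 + 0.01% (detergent screen) or 0.0001% Triton X-100; 5.3 nM AmpC reagent; cpd preinc 15 min RT; nitrocefin (800 uM stock) to start; A480 q20 s × 4 min; Activity was normalised to no-enzyme and no-compound control wells.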
# Giardia FBPA inh: blocks Giardia fructose-bisphosphate aldolase activity. A8B2U2. purified Giardia FBPA. Potency, µM (doses to about 59.6 µM), for the others: at the highest dose activity, negative = inhibition, most hits filed as inhibitors. 0.71% of 290,000 active; also: potency is read from the fitted curve at half-maximal effect; nearly all actives have a fitted effect of over 55% in size
# Target sequence (A8B2U2 whole entry, looked up): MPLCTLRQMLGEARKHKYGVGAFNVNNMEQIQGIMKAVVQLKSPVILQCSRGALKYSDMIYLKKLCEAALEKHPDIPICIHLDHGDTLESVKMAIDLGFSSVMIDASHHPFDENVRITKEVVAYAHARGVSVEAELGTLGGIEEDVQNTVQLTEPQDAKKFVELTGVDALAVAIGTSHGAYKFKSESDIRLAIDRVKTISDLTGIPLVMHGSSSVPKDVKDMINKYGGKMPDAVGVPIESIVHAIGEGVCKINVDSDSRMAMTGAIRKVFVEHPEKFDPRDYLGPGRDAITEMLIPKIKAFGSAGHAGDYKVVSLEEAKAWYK
#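 40 nM FBPA preincubated 10 min at RT with compound (up to 57.5 uM final), then substrate plus GAPDH/TPI/NAD/arsenate coupling and diaphorase/resazurin added. Fluorescence read after 20 min at RT, 525/598 nm.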
# HCMV antiviral: inhibitors of human cytomegalovirus | HFF cells, HCMV-luciferase reporter, 72 h; active compounds read low | 4.5% of 410,000 active | activity change, negative = inhibition, % at 57.5 µM; in the data active = activity change below about -60%; inconclusive = no clear call, values can overlap the other calls; inactive = above about -39%
#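 Cell-based, HFFs, 1000 cells/well, 16 h 37C; cpds in DMSO + HCMV-luc, MOI 1 PFU/cell; 72 h 37C; OneGlo luminescence after 5 min RT; norm. to buffer vs Salinomycin 10uM.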
# Sm TGR block: S. mansoni TGR enzyme inhibition. 3% of 360,000 active. Q962Y6. purified TGR, DTNB reduction, TNB absorbance 405 nm. Potency, µM (series often up to 114 µM), for the others: at the top dose activity change, negative = inhibition, usual class: inhibitors; also: potency is read from the fitted curve at half-maximal effect; nearly all actives have a fitted effect of over 60% in size
#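 TGR 20 nM + NADPH 100 uM (dispensed conc.), cpd preinc 15 min RT; start with NADPH (500 uM addition) then DTNB (15 mM addition). Kinetic TNB absorbance, 405 nm filter. Four-parameter Hill fit across titration.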
# The depositor's hits bear a star; ? = inconclusive; / = no result given; & = joins results of further samples; [ ] = another dose, or the depositor's remark. Unless noted, calls follow the shape of the dose curve; as a rule, active = well fitted curve in the direction sought with a large enough effect; inconclusive = small, poorly fitted or top-dose-only effect, or another doubt; inactive = no such curve, though single readings can be large; an effect the other way counts as inactive or inconclusive. Unless noted, % is scaled to controls: 0 for no effect and ±100 for the full control effect.
SMILES,AMA1 RON2 block,AmpC inh no detg,AmpC detergent,Giardia FBPA inh,HCMV antiviral,Sm TGR block
Cc1ccc2c(c1)C(=O)CC(O)(C(F)(F)F)O2 (stereo unspecified),-2%,-23%,4%,0%,29,5%
CCOC(=O)N1CCc2c(sc3c2c(=O)n(-c2ccc(CC)cc2)c(=O)n3Cc2cccc(Cl)c2)C1,/,/,17%,/,-28,-1%
NC(=O)NC(=O)C(c1ccccc1)N1CCN(S(=O)(=O)Cc2ccccc2)CC1 (stereo unspecified),-22%,5%,4%,/,-88*,-2%
CC(C)(C)OC(=O)N1CCC(NC(=O)c2[nH]cnc2C(=O)Nc2ccon2)CC1,109%[activator],3%,-7%,/,15,41%[activator]
CCOc1ccc(OCC)c(NS(=O)(=O)c2ccc3c(c2)n(C)c(=O)c(=O)n3C)c1,-6%,45%,1%,-25%,-9,-6%
Cc1cccc(C)c1OCC(O)CNS(=O)(=O)c1ccccc1C(=O)N1CCCCC1 (stereo unspecified),12%,75%[activator],-7%,4%,?,5%
O=C(CCCN1C(=O)c2ccccc2C1=O)N1CCOCC1,11%,45%,2%,5%,?,1%
CC1=C(c2ccc(C(C)C)cc2)S(=O)(=O)N=C1N1CCC(C(=O)NCc2ccccc2)CC1,/,/,11%,/,-25,24%
COc1cc(C(=O)NC2CCN(Cc3nnnn3Cc3ccc(F)cc3)CC2)cc(OC)c1OC,9%,-25%,-1%,1%,-11,0%
O=C(COC(=O)CCC(=O)c1ccc(F)cc1)NC1CCCCC1,13%,10%,/,/,-11,/
O=S(=O)(c1ccccc1)[C@@]1(c2ccc(Br)cc2)C[C@@H]2ON=C(c3ccccc3)[C@@H]2C1,-1%,-40%,-9%,/,-17,-10%
COc1ccccc1C1(CC(=O)Nc2nccs2)CCOC(C(C)C)C1 (stereo unspecified),-6%,4%,-15%,-1%,-21,17%
COc1ccc(NC(=S)N2CCCN(Cc3cccc(Cl)c3)C2)cc1,17%,-26%,7%,-11%,0,4%
Cc1cccc(NC(=O)C2CCN(S(=O)(=O)c3ccc4c(c3)NC(=O)CO4)CC2)c1C,31%[activator],-11%,?,5%,-31,-2%
CC(C)c1ccc(OCc2ccc(C(=O)O)o2)cc1,-2%,-22%,-9%,?,-10,-34%

# Sorted by SMILES length (lowest first): part of the list above.
SMILES,AMA1 RON2 block,AmpC inh no detg,AmpC detergent,Giardia FBPA inh,HCMV antiviral,Sm TGR block
CC(C)c1ccc(OCc2ccc(C(=O)O)o2)cc1,-2%,-22%,-9%,?,-10,-34%
CCOC(=O)N1CCc2c(sc3c2c(=O)n(-c2ccc(CC)cc2)c(=O)n3Cc2cccc(Cl)c2)C1,/,/,17%,/,-28,-1%
O=S(=O)(c1ccccc1)[C@@]1(c2ccc(Br)cc2)C[C@@H]2ON=C(c3ccccc3)[C@@H]2C1,-1%,-40%,-9%,/,-17,-10%

# Additional results:
SMILES,AMA1 RON2 block,AmpC inh no detg,AmpC detergent,Giardia FBPA inh,HCMV antiviral,Sm TGR block
CCC1CN(C(=O)Nc2cc(C)cc(C)c2)c2ccccc2O1 (stereo unspecified),/,/,-7%,/,-10,-3%
Cn1c(Cl)c(/C=N/OC(=O)c2cccc(Cl)c2)c2ccccc21,2%,-23%,-4%,3%,-7,-24%
O=S(=O)(c1ccc(O)cc1)c1ccc(O)cc1,7%,-21%,3%,2%,-14,6%
O=C(O)C1CCN(C(=O)COc2ccc3c4c(c(=O)oc3c2)CCC4)CC1,0%,-17%,2%,-20%,49,-2%
COc1ccc(C2SCC(=O)N2c2c(C)n(C)n(-c3ccccc3)c2=O)cc1OC (stereo unspecified),25%,-25%,2%,5%,19,-7%
COc1ccc(S(=O)(=O)NCC2CCCN(Cc3cn(C)nc3C)C2)cc1 (stereo unspecified),-2%,0%,?,-7%,0,-5%
O=C(NC(=S)NC1CCSC1=O)c1cccc([N+](=O)[O-])c1 (stereo unspecified),124%[activator],-36%,3%,/,-34,-1%
Cc1cc(NC(=O)Nc2cc(F)ccc2C)n(C)n1,2%,0%,1%,1%,/,5%
Cc1cccc(-n2ncc3c(NC(C)C)ncnc32)c1,14%,-16%,?,-10%,57,-5%
Cc1ccccc1SCC(=O)NNC(=O)c1ccncc1,69%[activator],-16%,?,/,8,-7%
COc1ccc(C(=O)N2N=C(c3cccc(OC)c3)CC2(O)C(F)(F)F)cc1 (stereo unspecified),-5%,16%,-4%,2%,27,6%
C=CC[C@@H](CC(=O)N(CCO)Cc1ccccc1)C(=O)N[C@H](COC(=O)[C@@H](CC=C)CC(=O)OC(C)(C)C)Cc1c[nH]c2ccccc12,-9%,197%[activator],/,/,32,/
CCOC(=O)c1c(NC(=O)CSc2nnnn2C)sc(C)c1C,-4%,44%,1%,1%,-22,-22%
O=C(Nc1cccc([N+](=O)[O-])c1)ONC1=NCCCCC1,2%,-30%,2%,1%,-32,-9%
Cc1cc(C(=O)CN2CCCC(C)C2)c(C)n1-c1ccc(F)cc1 (stereo unspecified),2%,1%,2%,2%,2,-16%
Cc1ccc(S(=O)(=O)NC(C)C(=O)NC2CCCCCC2)cc1 (stereo unspecified),7%,-22%,-2%,6%,-8,-25%
COc1ccc2oc(=O)c(C(=O)NCc3ccc(F)cc3)cc2c1,13%,-4%,2%,11%,52,-2%
O=C1C(=O)N(c2ccccn2)C(c2cccc([N+](=O)[O-])c2)/C1=C(/O)c1ccc(Br)cc1 (stereo unspecified),-9%,-31%,?,-8%,92,5%
Cc1ccc(-n2nnnc2SCC(=O)NC2CC2)cc1C,-12%,-2%,?,7%,-26,21%
CSc1ccc(CN2CCN(C(C)C)C(CCO)C2)cc1 (stereo unspecified),29%,-12%,-4%,5%,-3,-8%
CC(Sc1nnc(NC(=O)c2cc3ccccc3oc2=O)s1)c1ccccc1 (stereo unspecified),8%,-6%,-19%,3%,36,0%
Cc1c(C(=O)OCC(=O)N2CCCC2)cccc1[N+](=O)[O-],13%,-3%,-1%,6%,24,3%
C=CCn1c(C(C)C)nc2ccccc21,6%,-10%,2%,-15%,-33,0%
CCn1c(=O)cc(SCC(=O)Nc2ccc(C)c(F)c2)c2ccccc21,/,/,-8%,/,7,4%
Cn1c(SCC(=O)Nc2ccccc2F)nc2c(c1=O)SCC2,1%,-6%,?,2%,-38,5%
O=C(Nc1nnc(S(=O)(=O)N2CCOCC2)s1)c1cccc(Br)c1,-9%,-26%,24%,?,-30&14,2%&0%
Cc1c(NCc2cc(Cl)cc(Cl)c2O)c(=O)n(-c2ccccc2)n1C,34%[activator],-24%,6%,-2%,69,-3%
COc1ccc(C2(O)CCN(CC(=O)Nc3nccs3)CC2)c(OC)c1,30%,-17%,8%,3%,36,-25%
Cc1cc2ncc(C(=O)Nc3ccsc3C(=O)O)c(C)n2n1,15%,-16%,2%,-9%,0,-14%
CCOC(=O)c1sc(=S)n(-c2ccc(Cl)cc2)c1SC,-17%,-32%,?,-5%,-38,0%
O=C(CC12CC3CC(CC(C3)C1)C2)N1CCN(S(=O)(=O)c2cccs2)CC1,-14%,-1%,-1%,-24%,-18,-4%
O=C(CSc1ccc(Cl)cc1)Nc1ccccc1N1CCN(C(=O)c2ccccc2)CC1,-9%,3%,-1%,0%,-21,0%
Cc1ccc(OCC(=O)Nc2cccc(C(=O)OCc3cc(=O)n4c(C)csc4n3)c2)cc1,/,/,10%,/,-2,0%
COC(=O)CCSCC(=O)N1N=C(c2ccc(Br)cc2)CC1c1cccc(OC)c1OC (stereo unspecified),?,103%[activator],3%,0%,-9,10%
Nn1c(SCc2ccccc2F)nnc1-c1ccncc1,-21%,-8%,-5%,-3%,33,8%
CCC1(C(=O)c2ccccc2)C2c3cc(Br)ccc3OC(=O)C21C(=O)N1CCOCC1 (stereo unspecified),-11%,112%[activator],-7%,0%,32,2%
CCCOc1cccc(C(=O)Nc2cccc(NC(=O)c3ccc(C(C)(C)C)cc3)c2)c1,/,/,11%,/,50,?
O=C(Nc1nccs1)C1CCN(S(=O)(=O)c2ccc3c(c2)OCCCO3)CC1,11%,-24%,-21%,20%,?,0%
COc1ccc(NC(=O)NC2(C(=O)N3CCN(C)CC3)CCCCC2)cc1,5%,-10%,2%,/,-13,7%
COc1ccc(S(=O)(=O)N2CCOC23CCN(C(=O)c2ccc(Cl)cc2Cl)CC3)cc1,-5%,96%[activator],-2%,/,?,-11%
N[C@@H](Cc1c[nH]c2ccccc12)c1nnc(SCc2ccccc2F)o1,31%[activator],38%,-3%,?,0,-1%
O=C(COC(=O)c1ccncc1)NC(=O)C1CCCCC1,5%,-14%,-4%,-1%,23,1%
CCC(=O)c1ccc(OCC(=O)OCC(=O)c2cc(C)n(C)c2C)cc1,1%,-7%,1%,/,?,-12%
CN1CC[C@]2(c3cccc(O)c3)Cc3nc4ccccc4cc3C[C@H]2C1,/,-13%,-2%,-6%,/,-7%
Cc1ccc(N2C(=N)SCC2=O)cc1Cl,9%,-4%,-1%,-8%,3,6%
CCOc1ccc2[nH]cc(S(=O)(=O)c3ccc(F)cc3)c(=O)c2c1,-3%,-45%,?,-7%,-32,-2%
Cc1cccc(C(=O)O[C@H]2[C@H](C)NS(=O)(=O)[C@H]3CC4C=C[C@]23O4)c1,-1%,9%,/,/,-35,/
O=C1C2CC(O)CN2C(=O)N1c1ccccc1 (stereo unspecified),-1%,0%,0%,1%,20,14%
Nc1nnc(SCC(=O)c2cccc([N+](=O)[O-])c2)s1,-3%,-39%,-13%,-6%,70,-21%
Cc1ccc(S(=O)(=O)CCC(=O)OCc2ccccc2)cc1,3%,-4%,2%,2%,-21,3%
Cc1ccc(Cl)cc1N1CCN(C(=O)C2CCC(=O)N2C(C)C)CC1 (stereo unspecified),-1%,33%,?,0%,66,-22%
N/C(=N\OC(=O)c1ccccc1Cl)c1ccncc1,8%,-33%,-3%,-9%,-99*,4%
Cc1ccc(C(C)C)c(OCCN2C(=O)NC(C)(C)C2=O)c1,36%[activator],39%,-2%,-6%,-8,4%
COc1ccc(S(=O)(=O)N(C)CC(=O)N2CCCCCC2)cc1OC,-3%,-7%,1%,0%,-38,1%
CCc1c(C)nc(SCC(=O)N2CCCCC2C)[nH]c1=O (stereo unspecified),6%,-11%,-9%,-3%,4,10%

# Grouped by structure, those above with a CF3 group.
SMILES,AMA1 RON2 block,AmpC inh no detg,AmpC detergent,Giardia FBPA inh,HCMV antiviral,Sm TGR block
Cc1ccc2c(c1)C(=O)CC(O)(C(F)(F)F)O2 (stereo unspecified),-2%,-23%,4%,0%,29,5%
COc1ccc(C(=O)N2N=C(c3cccc(OC)c3)CC2(O)C(F)(F)F)cc1 (stereo unspecified),-5%,16%,-4%,2%,27,6%

# Record cards, from the list above. Order of screens: AMA1 RON2 block | AmpC inh no detg | AmpC detergent | Giardia FBPA inh | HCMV antiviral | Sm TGR block
# Listed for O=C1C2CC(O)CN2C(=O)N1c1ccccc1 (stereo unspecified) → -1% | 0% | 0% | 1% | 20 | 14%
# Listed for COc1ccc(S(=O)(=O)N(C)CC(=O)N2CCCCCC2)cc1OC → -3% | -7% | 1% | 0% | -38 | 1%

# Screening results from PubChem BioAssay.
